esBAF inh: SWI/SNF esBAF complex inhibition; mouse ES cells, Bmi1-luciferase knock-in reporter, 24 h; 100% = twice the neutral-well signal; reporter increase, % at 12.5 µM; 2% of 350,000 active; in the data active means activation above about 40%;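 further: 0% = median of the plate's neutral control wells and 100% = double that signal; a rise in the Bmi1 reporter signal indicates esBAF inhibition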
Numbers without * were called inactive. Only part of the results is shown, so the mix of outcomes need not match the whole.

Compound	esBAF inh
c1ccc(-c2cc(N3CCOCC3)nc(-c3ccccc3)n2)cc1	-6
CCCC(=O)NC(c1ccco1)c1c(O)ccc2ccccc12 (centres undefined)	4
COC(=O)c1ccc(CSc2nc3c(c(=O)n2-c2ccc(Br)cc2)SCC3)o1	-5
COc1cc(NC(=O)CCc2nc(-c3cccs3)no2)cc(OC)c1OC	5
CCOc1ccc(C(=O)CCN2CCCCCC2)cc1	-7
CC(C)n1cc(-c2ccc(Cl)cc2)cc(C#N)c1=O	8
O=C1C2C3C=CC([C@@H]2C(=O)N1c1nccs1)C31CC1 (some centres undefined)	0
COc1cc(C(=O)Nc2cccc(-c3nc4cc(C)cc(C)c4o3)c2)cc(OC)c1OC	3
O=C(NCSC1=NCCS1)c1ccccc1	-1
O=C(CNC(=O)c1ccco1)NCC(=O)OCc1ccccc1Br	-10
O=c1c2ccccc2nc(SCc2cc(F)cc3c2OCOC3)n1Cc1ccco1	-6
CCOc1cc(CNCCSc2nnnn2C)cc(Br)c1OCc1ccccc1	3

Further records
Compound	esBAF inh
Cc1ccc(OCCNC(=O)c2cncc(Br)c2)cc1C	-4
c1ccc(-c2nc(-n3nc4ccccc4n3)nc3ccccc23)cc1	4
Cc1ccc(-c2nnn(CC(=O)N3CCC(C)CC3)n2)o1	11
Cc1ncoc1C(=O)Nc1cccc(Cl)c1C	7
CCN(CC)CCN1C(=O)c2oc3ccccc3c(=O)c2C1c1cccc(Br)c1 (centres undefined)	2
COc1ccc(OC)c(-n2c(-c3cc(-c4ccc(F)cc4)n[nH]3)n[nH]c2=S)c1	-4
CCOC(=O)c1cccc(NC(=O)CCS(=O)(=O)c2ccc(Br)s2)c1	11
CCn1c(SCC(=O)Nc2nccs2)nnc1-c1ccc(S(=O)(=O)N2CCCCC2)cc1	9
O=C(Nc1ccc2c(c1)OCCO2)c1cccc(S(=O)(=O)N2CCCCC2)c1	6
O/N=C(\COc1ccccc1O)c1ccccc1	12
O=C(Nc1ccccc1F)c1ccc(COc2ccc(Cl)cc2Cl)o1	-8
COc1ccc(Cl)cc1NC(=O)COC(=O)/C=C/c1c(C)nn(C2CCS(=O)(=O)C2)c1Cl (centres undefined)	0

Continued:
Compound	esBAF inh
O=C(NCCc1ccc(F)cc1)c1cccs1	65*
COc1nccnc1NS(=O)(=O)c1ccc(N=Cc2c(C)[nH]n(-c3ccc(C)c(C)c3)c2=O)cc1	15
CC(C)(C)NS(=O)(=O)c1cnc(Cl)c(Cl)c1	3
CCOC(=O)c1[nH]c(C)c(/C(O)=C2\C(=O)C(=O)N(CCN(C)C)C2c2ccc(C)o2)c1C (centres undefined)	1
CSc1ccccc1C(=O)Nc1cccc(C(C)=O)c1	-1
COc1ccc(NS(=O)(=O)c2ccc(Oc3ncccn3)cc2)cc1	-5
N#Cc1ccc2ccn(CC(=O)NCc3ccccc3)c2c1	-5
CC(C)NC(=O)c1cc(-c2cccs2)on1	35
O=C(/C(=C/c1ccc(Cl)cc1)c1nc2ccccc2[nH]1)c1cccs1	76*
CN(C(=O)COC(=O)COc1ccc(Cl)cc1)C1CCCCC1	0
O=C(NNC(=O)c1cccnc1)Nc1ccccc1	-2
O=[N+]([O-])c1cccnc1N1CCOCC1	-5

Looked up by compound from the entries so far:
Compound	esBAF inh
CCn1c(SCC(=O)Nc2nccs2)nnc1-c1ccc(S(=O)(=O)N2CCCCC2)cc1	9
CSc1ccccc1C(=O)Nc1cccc(C(C)=O)c1	-1
Cc1ccc(-c2nnn(CC(=O)N3CCC(C)CC3)n2)o1	11
O=C(NCSC1=NCCS1)c1ccccc1	-1
O=[N+]([O-])c1cccnc1N1CCOCC1	-5
O=C(/C(=C/c1ccc(Cl)cc1)c1nc2ccccc2[nH]1)c1cccs1	76*

Further results:
Compound	esBAF inh
Cc1ccc(C(C)C)c(OCc2nnc(SCC(=O)Nc3nccs3)n2C)c1	-9
O=C1CC(c2ccco2)Cc2nc(N3CCc4ccccc4C3)ncc21 (centres undefined)	12
O=c1c2c(nc3cc(-c4ccccc4)[nH]n13)CCS2	3
N#Cc1c(N)nc2c(c1N)CC(CO)O2 (centres undefined)	1
Cc1nn(-c2cc(N3CCCCC3)ccc2N)c(=O)c2ccccc12	-8
O=C(CCN1CCCC1Cc1ccccc1)c1ccc2c(c1)OCCO2 (centres undefined)	22
Cc1nccn1-c1ncnc2sc3c(c12)CCCC3	2
CC[N+](CC)(CCO)CCCN1C(=O)C2CC=C(Cl)CC2C1=O (centres undefined)	4
C=CCN(C(=O)CCC(=O)Nc1cc(C)on1)C(C(=O)NC(C)(C)C)c1cccc(OC)c1OC (centres undefined)	-9
CC(=O)N1c2ccccc2C(=O)C1N1CCCCC1 (centres undefined)	1
CC(C)OCCCNC(=O)Cn1nc(-c2ccccc2)ccc1=O	-6
CCc1noc(C)c1C(=O)Oc1ccc(N(C)S(=O)(=O)c2ccc(C)cc2)cc1	5

Other results follow.
Compound	esBAF inh
CCN(C(=O)c1ccc(NC(C)=O)cc1)c1ccccc1	-4
COc1ccc(S(=O)(=O)N2CCC(C(=O)N3CCc4ccccc4C3)CC2)cc1	7
N#Cc1c(N)sc(=S)c2c1CCCC2	-2
Cc1ccc(C)c(S(=O)(=O)NCc2ccc(C(=O)N3CCN(C)CC3)cc2)c1	-4
CCn1c(SCC(=O)Nc2sc3c(c2C#N)CCCC3)nnc1-c1ccncc1	0
CS(=O)(=O)N(CC(=O)N1CCOCC1)c1ccc2c(c1)OCO2	4
N#CC1=C(S)N=C(N)C(c2nc(-c3ccccc3)cs2)C12CCCC2 (centres undefined)	19
COCCNC(=O)CNC(=O)c1nn(-c2ccc(OC)c(Cl)c2)c(=O)c2ccccc12	-6
CCCOc1ccc(CSc2nc3ccccc3[nH]2)cc1	-1
CCOC(=O)c1c(NC(=O)CSc2nnc(CNc3ccc(C)cc3C)o2)sc(C)c1C	4
COc1ccc(NC(=O)C2CCN(Cc3cnn(-c4ccccc4)c3-n3cccc3)CC2)cc1OC	12
CS(=O)(=O)N(CC(=O)Nc1ccccc1C(=O)N1CCOCC1)c1ccc2c(c1)OCO2	-2

Later entries:
Compound	esBAF inh
O=C(Nc1ccccc1C(F)(F)F)N1CCC(n2c(=O)[nH]c3ccccc32)CC1	7
CCOc1ccc(-c2nn[nH]n2)cc1	9
O=C(Nc1ccc(N2CCCCC2)c(Cl)c1)c1ccc(N2CCOCC2)c([N+](=O)[O-])c1	-9
CCSc1ccccc1C(=O)N1CCCC1	-6
CO[C@@H]1CN(C)C(=O)c2ccc(NC(=O)c3ccccn3)cc2OC[C@@H](C)N(C(=O)Nc2ccccc2Cl)C[C@H]1C	-2
S=c1[nH]nc(-c2cccnc2)n1Cc1ccccc1	-1
Cc1nnc(SCC(=O)Nc2nc(-c3ccccc3)cs2)n1N	18
COC(=O)CSc1ccc(C#N)c(SCC(=O)OC)c1	-4
Cc1c(OCc2ccccc2)c(=O)ccn1Cc1ccccc1	56*
CCN1CCCC1CNCc1ccc(Cl)cc1Cl (centres undefined)	0
CCOC(=O)c1cc2sc(C)cc2n1CC(=O)Nc1cccc(C)c1C	-9
COc1ccc2c(c1OC)C(=O)OC2CC(=O)c1ccc2c(c1)OCO2 (centres undefined)	2

Next part:
Compound	esBAF inh
CC1(C)CC2CC(C)(CN2C(=O)COC(=O)Cn2[nH]c(=O)c3ccccc3c2=O)C1 (centres undefined)	1
COc1ccc(/C=N/NC(=O)Nc2cccc3nsnc23)c(OC)c1	-8
CN1CCN(S(=O)(=O)c2ccc(Cc3ccc(S(=O)(=O)N4CCN(C)CC4)cc3)cc2)CC1	-42
Cc1cc2c(c(=O)n1Cc1cccnc1)C(Cc1ccccc1)C(C#N)=C(N)O2 (centres undefined)	0
Cc1onc(-c2ccccc2Cl)c1C(=O)Nc1ccc(-c2cn3cccnc3n2)cc1	-2
CC1(C)N([O-])C(c2ccccc2)=C[N+](=O)C1(C)C	2
Cc1[nH]n(-c2ncc(-c3ccc(Cl)cc3)s2)c(=O)c1C(c1ccc(Cl)cc1)C(C#N)C#N (centres undefined)	3
Cc1ccc(-c2csc3ncnc(-n4nc(C)cc4N)c23)cc1	5
CN1CCC(=NNC(=O)CSCc2ccccc2)CC1	1
O=C(OCC(=O)N1CCN(C(=O)c2ccco2)CC1)c1cc(-c2ccc(F)cc2)nc2ccccc12	1
Cc1c(N/C=C/C(=O)c2cccs2)c(=O)n(-c2ccccc2)n1C	28
C=CCn1c(C)cc(C(=O)CSc2nc3ccccc3[nH]2)c1C	-64

Remaining list, next part
Compound	esBAF inh
COCCN1CSC(=S)N(Cc2ccco2)C1	-5
CCN(CC)c1ncccc1C(=O)NCc1cccs1	0
CC(C)CC(NC(=O)C(CC(C)C)NC(=O)OC(C)(C)C)C(N)=O (centres undefined)	1
CCS(=O)(=O)c1ccc(O)c(N2C(=O)C3C4C=CC(C4)C3C2=O)c1 (centres undefined)	-6
O=C(COc1ccccc1)NC1CCN(Cc2ccccc2)CC1	2
COc1cccc(OC)c1OCCCN1CCOCC1	-5
COc1cccc(CNc2nc3nc4c(c(=O)n3[nH]2)CCC4)c1	-1
COc1ccc(S(C)(=O)=O)cc1S(C)(=O)=O	0
CCOC(=O)c1cnn(-c2nc(-c3ccccc3)cs2)c1C(F)(F)F	28
Cc1ccc(C)c(N2CCN(C(=O)c3cc4sccc4n3C)CC2)c1	-2
CCC(=O)c1ccc(OCC(=O)O)cc1	-9
O=c1[nH]c(N2CCCCC2)nc2c1CCCC2	0

Going on with the list.
Compound	esBAF inh
CC(NC(=O)c1cccs1)c1ccc2c(c1)OCO2 (centres undefined)	-2
COC(=O)C1=C(C)N(C)C(=O)NC1c1cc(Cl)cc(Cl)c1OC (centres undefined)	-3
O=C1C(Cl)=C(NCCCN2CCOCC2)C(=O)N1CCc1ccccc1	0
c1ccc(-c2cnnc(SCc3cn4cccnc4n3)n2)cc1	1
NS(=O)(=O)c1ccc(CCNC2CC(=O)N(Cc3ccccc3)C2=O)cc1 (centres undefined)	-12
CCOC(=O)c1oc2cc(C)cc(O)c2c(=O)c1-c1csc(C)n1	-2
Cc1nn(C)cc1CN(C)C(=O)c1cc2nc(-c3ccco3)cc(C(F)(F)F)n2n1	-2
CCOc1cccc(OCCCNCCCOC)c1	1
COc1ccc(-c2noc(C)c2-c2ccc3ccccc3n2)c(O)c1	-8
CN1CCN(C2CCCCCC2)CC1	-7
CCOC(=O)c1c(C)c(C(=O)NCCCOC)c(C)n1C	-6
Cn1c(C(C#N)C(=O)Cc2cccc3ccccc23)nc2ccccc21 (centres undefined)	7

Part of the list above, with values ahead of the structure.
esBAF inh	Compound
7	Cn1c(C(C#N)C(=O)Cc2cccc3ccccc23)nc2ccccc21 (centres undefined)
-12	NS(=O)(=O)c1ccc(CCNC2CC(=O)N(Cc3ccccc3)C2=O)cc1 (centres undefined)
1	CCOc1cccc(OCCCNCCCOC)c1
-6	CCOC(=O)c1c(C)c(C(=O)NCCCOC)c(C)n1C

Going on with the list:
Compound	esBAF inh
COc1cccc(-c2noc(Cn3nc(C)c([N+](=O)[O-])c3C)n2)c1	-1
CCc1ccc(NC(=O)N(CCN2CCOCC2)C2CCN(C(C)=O)CC2)cc1	2
COC(=O)c1sccc1NC(=S)N1CC(C)CC(C)C1 (centres undefined)	16
COc1ccc(-c2nc(CSCC(=O)NC3CCCc4ccccc43)c(C)o2)cc1OC (centres undefined)	8
COc1ccc2cnn(Cc3ccccc3)c(=O)c2c1OC	1
COc1ccc2nc(SCC(=O)NC(C)(C)C)[nH]c2c1	27
C=CC[n+]1c(-c2ccc(C)cc2)csc1NNC(=O)Nc1ccccc1	-18
NC(=O)CSC1=Nc2ccccc2C2=NC(CCC(=O)NCc3ccc(F)cc3)C(=O)N12 (centres undefined)	-4
CN1CCc2ccccc2C1C1CCNCC1 (centres undefined)	-2
C=CCOc1ccc2c(c1)c(S(=O)(=O)c1ccc(C)cc1)cn2COC	-4
O=c1c2c3c(sc2n(CCN2CCCCC2)c(=O)n1Cc1ccco1)CCCCC3	5
COc1ccc(-c2cc(C(=O)NCCc3ccccc3)no2)cc1OC	11

Filtered by structure, the compounds so far with a nitro group on carbon (3)
Compound	esBAF inh
O=[N+]([O-])c1cccnc1N1CCOCC1	-5
O=C(Nc1ccc(N2CCCCC2)c(Cl)c1)c1ccc(N2CCOCC2)c([N+](=O)[O-])c1	-9
COc1cccc(-c2noc(Cn3nc(C)c([N+](=O)[O-])c3C)n2)c1	-1

Later entries
Compound	esBAF inh
CCOc1c(Cl)cc(CNC(C)(C)CC(C)(C)C)cc1OC	-2
CCN(CC#CCC1(O)c2ccccc2-c2ccccc21)CCO	-3
CC(C)CC(=O)N1CCN(Cc2ccc3c(c2)OCO3)CC1	-10
O=C(O)c1cc(-c2ccc(Cl)cc2)n[nH]1	-3
Cc1onc(-c2c(F)cccc2Cl)c1C(=O)N1CCCc2ccccc21	10
CCCCNc1cc(=O)oc2ccccc12	12
O=C1C(Nc2ccccc2)=C(N2CCCCC2)C(=O)c2ccccc21	-67
Cc1cc(-c2ccc(N3C(=O)CCC3=O)c(C)c2)ccc1N1C(=O)CCC1=O	-2
COc1ccc(NC(=O)c2c(NC(=O)CNCc3ccco3)sc3c2CCC3)c(OC)c1	8
COc1ccccc1NC(=O)CSc1nc2n[nH]c(C)c2c(=N)n1-c1ccccc1Cl	-2
CC1(C)CC(=O)c2sc(NC(=O)Cc3cccs3)nc2C1	18
Cc1ccc(C)c(S(=O)(=O)N2CCN(CC(=O)NC(=O)NCc3ccccc3)CC2)c1	7

Assay outcomes as filed in PubChem BioAssay.
